High-throughput results from PubChem.
BAZ2B inh – blocks human BAZ2B | AlphaScreen BAZ2B-H3K14Ac peptide displacement | Potency, µM (top dose mostly 114 µM), inactives show at the highest dose activity change, negative = inhibition, actives largely listed as inhibitors | 360,000 compounds, 4.4% hits | AID 504333; note: potency is the fitted concentration of half-maximal effect; % is set by controls: 0 for no effect and ±100 for the full control effect; nearly all actives have a fitted effect of over 60% in size
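Inhibition is scored as reduced AlphaScreen emission. The BAZ2B/b-H3(5-23)K14Ac complex (50 nM each) in PBS pH 7.4, 0.01% Tween-20 meets compound (up to 110 uM) for 30 min at RT before bead addition.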
JMJD2A Tudor inh – inhibitors of human JMJD2A Tudor domain. AlphaScreen JMJD2A-Tudor / H3K4me3 peptide binding. AID 504339. 390,000 compounds, 4.4% hits. Potency, µM (titrated, usually from 114 µM), for the others: at the top dose activity change, negative = inhibition, hits mostly inhibitors; note: potency is the fitted concentration of half-maximal effect; % is set by controls: 0 for no effect and ±100 for the full control effect; nearly all actives have a fitted effect of over 50% in size
HP1b chromo inh – inhibitors of HP1-beta chromodomain binding to methylated histone tails | 390,000 compounds, 0.56% hits | P83916 | AID 540317 | Potency, µM (highest dose often 114 µM), inactives show at the highest dose activity change, negative = inhibition, most hits filed as inhibitors | AlphaScreen HP1-beta / biotin-H3K9me3 peptide binding; note: potency is the fitted concentration of half-maximal effect; nearly all actives have a fitted effect of over 70% in size; inactives centre near 23
Target sequence (P83916 whole entry, looked up): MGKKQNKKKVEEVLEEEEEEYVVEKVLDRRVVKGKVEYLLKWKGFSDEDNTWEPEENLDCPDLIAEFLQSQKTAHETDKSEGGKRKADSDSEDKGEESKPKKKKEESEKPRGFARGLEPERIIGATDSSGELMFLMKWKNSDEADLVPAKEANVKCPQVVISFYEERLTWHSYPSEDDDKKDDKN
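AlphaScreen: HP1-beta (50 nM) preformed 30 min with biotin-H3(1-18)K9me3 peptide (50 nM) in PBS pH 7.4, 0.01% Tween-20. Compound added for 30 min at RT, then streptavidin donor/nickel chelate acceptor beads (10 ug/mL) for 30 min.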
Pin1 inhibitor – human Pin1 inhibition; Q13526; Pin1 FP peptide displacement, HiFluor488, 10 min; Potency, µM (highest dose often 115 µM), for the others: at the highest dose activity, negative = inhibition, most hits filed as inhibitors; 390,000 compounds, 0.009% hits; active = well fitted inhibition curve with a large enough effect in the polarisation, with a control signal flat, not every such curve was filed as active; inconclusive = small, poorly fitted or top-dose-only effect, or effect the other way, or a change in a side signal; inactive = no such curve, though single readings can be large or run the other way; the % refers to the polarisation; note: potency is the fitted concentration of half-maximal effect; % is set by controls: 0 for no effect and ±100 for the full control effect
Target sequence (Q13526 whole entry, looked up): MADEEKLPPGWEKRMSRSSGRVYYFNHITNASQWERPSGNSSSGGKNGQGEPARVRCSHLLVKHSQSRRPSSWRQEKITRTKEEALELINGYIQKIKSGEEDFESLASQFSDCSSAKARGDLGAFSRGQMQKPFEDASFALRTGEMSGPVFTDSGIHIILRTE
Pol eta inh – DNA polymerase eta (human) inhibition; Q9Y253; recombinant Pol eta, fluorescent DNA replication assay; Potency, µM (top dose mostly 114 µM), without a hit: at the top dose activity change, negative = inhibition, usual class: inhibitors; 390,000 compounds, 1.2% hits; note: potency is the fitted concentration of half-maximal effect; % is set by controls: 0 for no effect and ±100 for the full control effect
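Pol eta at 10 nM preincubated with compounds 15 min at room temperature; reaction started with fluorescent substrate (50 nM final) and read kinetically at 0 and 10 min.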
G9a block – blocks human histone lysine methyltransferase G9a; 350,000 compounds, 8.8% hits; Q96KQ7; Potency, µM (series often up to 102 µM), for inactives: at the highest dose activity, negative = inhibition, actives largely listed as inhibitors; G9a H3K9 monomethylation, AlphaScreen, 2 h; AID 504332; note: potency is the fitted concentration of half-maximal effect; % is set by controls: 0 for no effect and ±100 for the full control effect; nearly all actives have a fitted effect of over 75% in size
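Signal arises when biotinylated H3K9 peptide, once monomethylated, bridges streptavidin donor and antibody-captured acceptor beads. Enzyme at 20 nM was preincubated 15 min with test compounds; peptide 500 nM and SAM 20 uM then reacted for 2 h.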
PI4K2A inh – blocks human PI4K2A kinase activity; activity change, negative = inhibition, % at 76.9 µM; 420,000 compounds, 0.13% hits; purified PI4K2A, ADP-Glo luminescence, 1 h; hits give low values; Q9BTU6; in the data active = activity change below about -50%; inconclusive = mostly about -30% to -49%;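 note: -100% = wells without enzyme as full effect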
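PI4K2A activity was measured by ADP-Glo luminescence: enzyme (4 ug/mL stock) and phosphatidylinositol (1.2 mM stock) in Tris pH 7.5/MgCl2/EGTA/Triton X-100 buffer were reacted with ATP (300 microM stock) for one hour at ambient temperature.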
GLS inhibitor – blocks human kidney-isoform glutaminase activity; O94925; GLS enzymatic activity, qHTS titration; Potency, µM (titrated, usually from 45.5 µM), for inactives: at the highest dose activity change, negative = inhibition, actives largely listed as inhibitors; 410,000 compounds, 0.21% hits; AID 624170; note: potency is the fitted concentration of half-maximal effect; % is set by controls: 0 for no effect and ±100 for the full control effect
Target sequence (O94925 whole entry, looked up, canonical isoform): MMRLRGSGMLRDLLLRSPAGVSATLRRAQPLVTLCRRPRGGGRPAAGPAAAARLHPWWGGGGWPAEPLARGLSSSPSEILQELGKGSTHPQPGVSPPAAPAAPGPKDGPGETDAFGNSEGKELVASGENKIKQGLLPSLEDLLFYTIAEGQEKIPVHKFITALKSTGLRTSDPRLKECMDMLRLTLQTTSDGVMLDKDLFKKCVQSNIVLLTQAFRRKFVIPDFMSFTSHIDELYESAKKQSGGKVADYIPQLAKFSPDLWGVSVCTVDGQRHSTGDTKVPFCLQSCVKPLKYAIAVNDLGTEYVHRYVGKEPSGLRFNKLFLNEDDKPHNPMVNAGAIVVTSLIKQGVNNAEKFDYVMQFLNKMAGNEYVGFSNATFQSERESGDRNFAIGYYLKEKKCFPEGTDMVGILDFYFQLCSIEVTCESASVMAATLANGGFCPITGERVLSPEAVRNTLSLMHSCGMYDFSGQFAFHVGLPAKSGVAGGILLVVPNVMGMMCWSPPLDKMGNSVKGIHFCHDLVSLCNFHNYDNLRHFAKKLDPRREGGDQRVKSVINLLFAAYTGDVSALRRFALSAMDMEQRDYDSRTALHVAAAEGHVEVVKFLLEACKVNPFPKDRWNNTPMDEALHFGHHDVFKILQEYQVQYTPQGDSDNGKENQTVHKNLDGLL
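Human kidney-isoform GLS in 45 mM KH2PO4 pH 8.2, 0.02% Tween-20, with compound, started with 1mM L-Glutamine (added stock). Glutamate oxidase/HRP/Amplex red coupled fluorescence read at start and after 30 min at RT.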
PGK inhibitor – T. brucei PGK inhibition. P07378. PGK/GAPDH coupled, Kinase-Glo luminescence, 60 min. Potency, µM (series often up to 57.5 µM), without a hit: top-dose activity change, negative = inhibition, actives largely listed as inhibitors. 380,000 compounds, 0.043% hits; note: potency is the fitted concentration of half-maximal effect; % is set by controls: 0 for no effect and ±100 for the full control effect; nearly all actives have a fitted effect of over 60% in size
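Luminescent ATP detection (Kinase-Glo Plus) follows a 60-minute room-temperature incubation, with wells lacking PGK as controls. Buffer: 100 mM TEA (pH 7.6), 5 mM MgCl2, 0.01% Tween-20. Coupling enzyme GAPDH (100 nM final) supplies unstable 1,3-BPG in-well.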
Numbers without * were called inactive; i = inactive; ? = inconclusive; · = not tested or not shown; & = joins results of further samples; [ ] = remark or other dose. Unless noted, calls come from the whole dose curve; as a rule, active = well fitted curve in the direction sought with a large enough effect; inconclusive = small, poorly fitted or top-dose-only effect, or another doubt; inactive = no such curve, though single readings can be large; an effect the other way counts as inactive or inconclusive. Only part of the results is shown; rates above refer to the full screens.

Second line of a record: BAZ2B inh, JMJD2A Tudor inh, HP1b chromo inh, Pin1 inhibitor, Pol eta inh, G9a block, PI4K2A inh, GLS inhibitor, PGK inhibitor
- CCOC(=O)Cc1csc(NC(=O)C(C)Oc2ccc3c(C)cc(=O)oc3c2)n1 (centres undefined)
  -20.8%, -17.9%, 28.0%, 1.6%, -0.5%, 24.8%[12.7 µM], 8.1, 1.6%, 2.1%
- Cc1ccc(CN2C(=O)C(O)(c3c(C)[nH]c4ccccc34)c3ccccc32)cc1 (centres undefined)
  44.7µM*, ?, ?, ?, -17.5%, ?, 4.7, 6.5%, 5.8%
- CCCc1ccc(OC(=O)c2sc3ncn(Cc4cccc(F)c4)c(=O)c3c2C)cc1
  15.6%, 30.1%, 43.7%[activator], 3.3%, -18.4%, 5.7%[59 µM], -4.4, 14.0%, 8.4%
- COc1ccc(/C=C2/C(=O)OCc3cc(OC)c(OC)cc32)c(OC)c1
  -4.9%, -34.3%, 1.6%, -5.1%, -18.4%, 20.5%[59 µM], -2.0, 2.4%, -2.6%
- COc1ccc(CCN2C(=O)C(C)=C(C)C2=O)cc1OC
  -2.6%, 13.6%, 28.7%, -6.1%, -4.7%, 3.9%, -1.1, -5.8%, -5.6%
- CC(=O)Oc1ccc2c(=O)oc(-c3ccccc3C)nc2c1
  7.9%, -2.7%, 34.0%, -11.2%, -25.3%, ·, -2.2, 8.0%, i
- COc1ccc(NC(=O)CN(C)S(=O)(=O)c2cnc[nH]2)cc1Cl
  -4.0%&0.5%, -6.1%&-7.0%, 34.5%&25.5%, -0.2%&9.6%, 5.9%&-0.5%, 9.4%[59 µM], -0.9&-0.8, 10.4%&-1.5%, -2.2%&-12.6%
- CC(C)n1nc(C(=O)OCC(=O)c2c[nH]c3ccccc23)c2ccccc2c1=O
  -3.4%, -20.4%, 21.7%, 20.8%, -10.8%, ?, 0.0, -2.5%, 2.8%
- CC(CC(=O)NCCc1ccc(Cl)cc1)S(=O)(=O)c1ccc2c(c1)NC(=O)CO2 (centres undefined)
  -1.2%, -29.0%, 51.0%[activator], -23.0%, -19.9%, ·, -8.5, -0.4%, -12.6%
- CSc1cccc(CN2CCN(Cc3ccccc3)C(CCO)C2)c1 (centres undefined)
  -9.5%, -18.1%, 16.2%, 0.7%, -7.0%, ·, -0.9, 1.2%, -7.1%
- COc1cccc(CNC(=O)CSc2nnc3c(n2)[nH]c2ccc(F)cc23)c1
  1.1%, -11.0%, 21.3%, 0.4%, -11.3%, 16.8%[59 µM], -1.0, -6.5%, i
- CSCCC(C(=O)O)N1C(=O)c2ccc(C(=O)O)cc2C1=O (centres undefined)
  -9.7%, 79.4µM*, 21.3%, -12.7%, -13.3%, 25.1µM*, -5.2, 2.5%, -0.1%
- COc1ccc(C2/C(=C(\O)c3cc(C)ccc3C)C(=O)C(=O)N2CCN(C)C)cc1OC (centres undefined)
  -22.8%, 6.6%, 28.7%, -0.9%, -7.6%, -39.4%[12.7 µM], -1.1, 12.8%, -2.8%
- Cc1ccc(Nc2nnc(C3C(=O)N(C)C4(C)CC3c3cc(Br)ccc3O4)s2)cc1 (centres undefined)
  -29.7%, -15.2%, 31.4%[activator], ?, -18.7%, 22.1%[59 µM], -2.5, 0.2%, -3.7%
- CCOC(=O)CC(NC(=O)Cc1ccccc1)c1ccccc1Cl (centres undefined)
  -5.2%, 6.3%, 25.0%, 5.4%, -20.2%, -11.0%[59 µM], -7.7, -7.1%, 6.0%
- Cc1c(C(Nc2ccccn2)c2ccc(Cl)cc2)c(=O)n(-c2ccccc2)n1C (centres undefined)
  -38.3%, -11.5%[57.1 µM], 61.2%[activator], -2.3%, 1.9%, -0.8%[59 µM], 5.1, -6.5%, 10.5%
- COc1ccc(NS(=O)(=O)c2cccc(C(=O)NNC(=O)c3cncc(Br)c3)c2)cc1
  6.7%, -11.0%, 30.4%, 0.8%, 0.3%, -28.7%, -3.2, -0.8%, 7.1%
- CN(C)CCNC(=O)c1ccccc1-c1ccccc1
  -5.8%, -5.2%, 16.6%, 1.5%, -10.1%, 16.0%[59 µM], -0.5, -0.4%, 1.1%
- COc1ccc(S(=O)(=O)NC(C)C(=O)NCC2CCCO2)cc1OC (centres undefined)
  5.1%, -3.5%, -16.2%, -1.5%, -12.0%, -11.8%, -5.0, -5.7%, -2.8%
- COCCn1c(C)cc(C(=O)COC(=O)/C=C/c2c(C)nn(C3CCS(=O)(=O)C3)c2Cl)c1C (centres undefined)
  -35.2%, -26.0%, -3.9%, 1.3%, -17.3%, ?, -3.1, -1.8%, 1.3%
- COc1ccc(NC(=O)NCc2ccc(Cl)cc2)cc1
  -3.9%, -11.0%, 25.1%, -4.5%, -2.9%, 28.0%, -2.7, -0.8%, -2.8%
- CN(CC(=O)Nc1ccccc1C(F)(F)F)C(=O)c1ccc(N2C(=O)CCC2=O)cc1
  11.7%, -16.4%, -14.5%, -2.3%, -8.3%, -0.3%, -2.5, -1.7%, 10.0%
- CCOc1ccc(N(CC(=O)Nc2ccc(OC)cc2)S(=O)(=O)c2ccc(Cl)cc2)cc1
  5.5%, -7.4%, 39.6%, 6.4%, -11.1%, -18.1%[59 µM], -0.7, -6.1%, i
- O=C1C(=O)c2ccccc2C(O)=C1c1ccccc1F
  ?, -23.6%, -15.5%, -10.6%, -0.2%, ?, -0.2, 0.4%, -4.4%
- CCn1nc(C(=O)Nc2cccc(S(=O)(=O)N3CCCC3)c2)c2ccccc2c1=O
  4.1%, -13.3%, 30.3%, 3.1%, -21.1%, 18.0%[12.7 µM], -3.0, 8.5%, -6.1%
- O=C(NNc1ccccc1)C(=O)NNc1ccccc1
  ·, -29.7%, -9.3%[57 µM], 0.0%, -16.2%, ·, -20.6, 11.7%, -11.5%
- O=C(COc1cccc2cccnc12)N/N=C/c1cccn1-c1ccc(F)cc1
  28.2µM*, 20µM*, ?, 6.5%, -10.0%, 35.5µM*, 2.2, -1.9%, -1.9%
- CCCC(C)NC(=O)C1CCN(C(=O)C2CC(=O)N(c3ccc(C)cc3)C2)CC1 (centres undefined)
  -6.4%, -2.1%, 22.8%, -4.8%, -7.6%, 15.0%, 5.4, -4.4%, i
- CCOC(=O)C(=NC1CCS(=O)(=O)C1)NNc1ccc(Br)cc1 (centres undefined)
  ?, ?, 13.6%, -11.3%, -12.4%, 10µM*, -1.9, -2.4%, -6.0%
- CCOc1ccc(NC(=O)c2oc3ccccc3c2NC(=O)Cc2ccc(OC)c(OC)c2)cc1
  -12.4%, -14.9%, 26.3%, -1.6%, -19.6%, 3.1%[59 µM], 0.1, 4.2%, -2.0%
- CCC(C)C(=O)Nc1nc2ccc(S(C)(=O)=O)cc2s1 (centres undefined)
  -6.5%, -0.8%[11.4 µM], 3.8%, -0.9%, -1.8%, 31.6µM*, 2.7, -4.6%, 4.7%
- O=C(CSc1nc2ccccc2c(=O)n1-c1ccc(F)cc1)Nc1ccc(C(=O)O)cc1
  20.7%, 5.1%, 36.1%, -0.8%, -9.3%, -16.7%[2.33 µM], 2.8, -1.6%, -0.2%
- O=C(CCC(=O)Nc1ccccc1)NNC(=O)COc1ccccc1
  -1.7%, -3.5%[57.1 µM], 57.5%[activator], 3.3%, -13.0%, -65.3%, -1.9, 2.2%, -6.9%
- O=C(Nc1ccc(F)cc1)c1ccc(C(=O)N2CCCC(O)C2)cc1 (centres undefined)
  -4.6%, -22.3%, -19.8%, 3.1%, -3.4%, 11.4%[2.33 µM], 1.7, 2.0%, 8.4%
- CCCNC(=O)CN(Cc1ccccc1F)S(=O)(=O)c1ccc(C)cc1
  -5.2%, -3.9%, 32.9%, 3.4%, -22.2%, 21.8%[59 µM], 5.8, -4.5%, 1.3%
- CCN1CCN(C(=O)c2cn(CC)c3ccc(S(=O)(=O)N(C)C)cc3c2=O)CC1
  -4.3%, -7.7%, 54.3%[activator], -4.7%, -27.7%, ?, -1.7, -5.3%, -6.8%
- CCOc1ccc(N2C(=O)C3C(c4ccccc4F)NN(C(=O)c4ccc(C)cc4)C3C2=O)cc1 (centres undefined)
  -8.7%, -19.7%, 24.1%, 15.4%, -11.2%, 50.1µM*, -4.8, 3.3%, -0.6%
- Cc1ccc(Nc2nc(N)nc(CSC(=S)N3CCOCC3)n2)cc1
  8.5%, -23.4%, 10.4%, -9.7%, -11.1%, ?, -0.3, -1.1%, -1.2%
- S=c1[nH]nc(-c2cccs2)n1Cc1ccccc1
  -32.9%, ?, -30.0%, 3.1%, -2.9%, ?, -0.3, 0.0%, -7.5%
- COC1=C(Br)C(=O)c2ncccc2C1=O
  ·, 6.31µM*, 10µM*, ·, 3.16µM*, ·, -55.1*, ?, ?
- COc1ccc([N+](=O)[O-])cc1C(=O)Nc1ccc(OCC(=O)N2CCOCC2)cc1
  4.6%, -0.7%, 12.0%, 14.9%, -7.1%, 2.8%[59 µM], -2.8, -1.3%, -8.1%
- CN1CCN(C(=O)NC2CCCN2S(=O)(=O)c2ccc(Cl)cc2)CC1 (centres undefined)
  8.7%, -6.2%, 15.3%, -2.8%, -8.7%, 20.7%[12.7 µM], 3.5, 8.6%, 0.3%
- CC(CNC(=O)c1cc(COc2ccc3ncccc3c2)on1)c1ccccc1 (centres undefined)
  -12.8%, -17.9%, 16.4%, -5.8%, -16.9%, -10.5%, 5.4, 5.4%, 8.8%
